# TDP1 cell CPT = qHTS for Inhibitors of human tyrosyl-DNA phosphodiesterase 1 (TDP1): qHTS in cells in presence of CPT | Potency, µM (titrated, usually from 46.2 µM), for the others: at the top dose activity change, negative = growth inhibition, hits mostly inhibitors | 420,000 tested, 12% active | chicken DT40 Tdp1-/-;hTDP1 cells + 20 nM CPT, ATP luminescence, 48 h; note: nearly all actives have a fitted effect of over 55% in size
#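 Cell growth measured by CellTiter-Glo luminescence after a minimum 48 h, 37 C compound exposure with 20 nM CPT in Tdp1-knockout DT40 cells stably expressing hTDP1, seeded 400/well; qHTS titration format.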
# TDP1 inh = qHTS Assay for Inhibitors of Tyrosyl-DNA Phosphodiesterase (TDP1) | Tyrosyl-DNA phosphodiesterase 1 (Homo sapiens), Q9NUW8 | recombinant TDP1, AlphaScreen DNA substrate cleavage | Potency, µM (titrated, usually from 130 µM), for inactives: at the highest dose activity change, negative = inhibition, hits mostly inhibitors | 350,000 tested, 0.28% active | AID 485290, 2010; note: nearly all actives have a fitted effect of over 40% in size
# Target sequence (Q9NUW8 whole entry, looked up): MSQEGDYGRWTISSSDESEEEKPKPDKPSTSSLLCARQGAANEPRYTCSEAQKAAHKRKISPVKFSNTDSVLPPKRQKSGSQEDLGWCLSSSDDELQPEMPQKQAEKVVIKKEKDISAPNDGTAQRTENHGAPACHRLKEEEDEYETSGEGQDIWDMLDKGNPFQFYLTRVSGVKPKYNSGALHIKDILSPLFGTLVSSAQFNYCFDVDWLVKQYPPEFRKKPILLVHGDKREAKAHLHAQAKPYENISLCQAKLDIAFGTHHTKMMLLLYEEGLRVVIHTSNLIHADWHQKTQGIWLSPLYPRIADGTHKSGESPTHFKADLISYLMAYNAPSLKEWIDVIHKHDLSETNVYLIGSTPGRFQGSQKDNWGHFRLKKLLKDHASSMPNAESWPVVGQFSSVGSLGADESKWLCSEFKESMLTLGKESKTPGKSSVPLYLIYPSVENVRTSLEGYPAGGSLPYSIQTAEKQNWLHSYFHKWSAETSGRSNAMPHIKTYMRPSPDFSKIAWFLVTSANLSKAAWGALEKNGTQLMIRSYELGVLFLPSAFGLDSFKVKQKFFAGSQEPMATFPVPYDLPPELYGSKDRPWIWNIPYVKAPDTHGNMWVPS
#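 Recombinant human Tdp1 (E. coli-expressed, 1 nM final) preincubated with compounds 15 min at room temperature, then 5'-biotin/3'-phosphotyrosine-FITC DNA substrate (15 nM final) added for 5 min. AlphaScreen beads (10 ug/ml final) added 10 min; cleavage lowers signal.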
# DT40 TDP1 no CPT = qHTS for Inhibitors of human tyrosyl-DNA phosphodiesterase 1 (TDP1): qHTS in cells in absence of CPT. AID 686978, 2013. Potency, µM (highest dose often 46.2 µM), for the others: top-dose activity change, negative = growth inhibition, usual class: inhibitors. 420,000 tested, 15% active. DT40 Tdp1-/- hTDP1 cells, no CPT, ATP luminescence, 48 h; note: nearly all actives have a fitted effect of over 55% in size
#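 Camptothecin absent (DMSO only). Human TDP1-complemented DT40 knockout cells, 400 cells/well, 37 °C for minimum 48 hr; ATP measured via CellTiter-Glo, 30 min dark incubation, luminescence.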
# An asterisk follows results filed as active; u = inconclusive; x = not tested or not shown; [ ] = another dose, or the depositor's remark. Calls come from the whole dose curve; as a rule, active = well fitted curve in the direction sought with a large enough effect; inconclusive = small, poorly fitted or top-dose-only effect, or another doubt; inactive = no such curve, though single readings can be large; an effect the other way counts as inactive or inconclusive. % is set by controls: 0 for no effect and ±100 for the full control effect; potency is the fitted concentration of half-maximal effect.
Compound	DT40 TDP1 no CPT	TDP1 cell CPT	TDP1 inh
CC(=O)c1c(C)oc2c1cc(NS(=O)(=O)c1ccc(C(C)(C)C)cc1)c1ccccc12	20.6µM*	u	4.8%[2.28 µM]
O=C(c1ccc(Cl)c(NC2=NC3CS(=O)(=O)CC3S2)c1)N1CCN(c2ccc(F)cc2)CC1 (centres undefined)	3.0%	-26.8%	1.4%
C#CCNC(=O)/C=C/c1ccc(C)cc1	-20.5%	-25.2%	2.6%
N/C(=N\OC(=O)c1ccoc1)c1ccc(Br)cc1	9.2%	-7.5%	0.4%
COCCn1cc(C(=S)N2CCCCC2)c2ccccc21	u	0.4%	-5.1%
Cc1cc(C(=O)OCC(=O)NC2CCS(=O)(=O)C2)c(C)n1-c1ccccc1 (centres undefined)	11.6µM*	u	9.4%
O=C(O)C1CCCN(S(=O)(=O)c2ccc(-c3ccc(=O)[nH]n3)s2)C1 (centres undefined)	32.3%[activator]	-3.8%	0.6%
COc1ccc(NC(=S)N2CCc3ccccc3C2)cc1	u	-7.8%	2.4%
CCOC(=O)c1c(-c2ccc(-c3ccccc3)cc2)csc1NC(=O)CCC(=O)O	15.5%	-2.6%	x
Cc1cccc(NC(=O)CSc2nnc(CCNC(=O)OC(C)(C)C)o2)c1C	-2.7%	-12.2%	x
Cc1ccc2nc(SC(Cc3cc(Cl)ccc3Cl)C(=O)O)[nH]c2c1 (centres undefined)	u	u	7.0%
CC(C)c1ccc(/C=N/n2c(COc3ccccc3)n[nH]c2=S)cc1	u	u	x
O=C1NC(Cc2ccccc2)c2nc3ccc(F)cc3c(=O)n2-c2ncccc21 (centres undefined)	20.6µM*	u	x
CCOc1ccccc1NC(=O)c1ccc2nc[nH]c2c1	-24.8%	-18.5%	-17.2%
COCc1cc(CN2CCN(Cc3ccsc3)C(CCO)C2)ccc1OC (centres undefined)	-0.6%	5.6%	-1.2%
Cc1ccc(NC(=O)Nc2nnc(SCC(=O)N(C(C)C)C(C)C)s2)cc1	16.4µM*	18.4µM*	0.0%
Cc1cc(C)cc(OCC(=O)Nc2ccc(N3CCCCC3)cc2)c1	-15.5%	u	x
CN(C1=NS(=O)(=O)N=C(N(C)c2ccccc2)O1)c1ccccc1	u	u	x
O=C(NCCCN1CCCC1=O)c1ccc(NS(=O)(=O)c2ccc(F)cc2)cc1	20.6%	-22.5%	1.2%
O=C1CS(=O)CN1c1ccc(Oc2ccccc2)cc1 (centres undefined)	-20.1%	-3.4%	0.0%

# (list continues)
Compound	DT40 TDP1 no CPT	TDP1 cell CPT	TDP1 inh
CC(=O)N(Cc1ccc(F)cc1)Cc1nc2ccccc2c(=O)[nH]1	u	u	0.0%
CCOc1ccc(C(=O)N/N=C(\c2ccccc2)c2ccccn2)cc1	2.91µM*	2.06µM*	9.8%
O=S(=O)(c1ccccc1)n1cc(-c2cccc3nccn23)c2ccccc21	u	u	x
COc1cccc(-c2nnc(NC(=O)c3ccc(S(=O)(=O)N4CCOCC4)cc3)o2)c1	11.6µM*	23.1µM*	15.3%
CCOC(=O)C1=C(c2ccccc2)Nc2nc(C)nn2C1c1cccc(OC)c1OC (centres undefined)	-8.3%	-6.0%	4.4%
Cc1ccccc1NC(=O)C1CCCN1S(=O)(=O)c1ccc2c(c1)n(C)c(=O)c(=O)n2C (centres undefined)	-1.3%	-4.2%	1.3%
Cc1ccc(C(=O)O/N=C(\N)Cc2cccc3ccccc23)cc1	u	-21.9%	x
CCOc1ccc(NC(=O)Nc2ccc3nsnc3c2)cc1	u	u	-2.5%
CCOC(=O)CNC(=O)c1cc(-c2ccccn2)nc2c(C)c(Cl)ccc12	-18.5%	-14.9%	8.2%
Cc1cccc(NC(=S)NCCCN2CCOCC2)c1	u	-19.4%	-1.2%
COc1ccc(-n2c(=O)c3c(c4cc(OC)ccc4n3C)n(Cc3cccc(OC)c3)c2=O)cc1	-16.2%	-19.7%	8.5%
CN(C)C(=O)CCC(=O)N1CCCC(N2CCN(c3cccc(C(F)(F)F)c3)CC2)C1 (centres undefined)	-19.2%	4.0%	6.3%
CCOC(=O)N1CCN(S(=O)(=O)c2cc(-c3nn4c(C)nnc4c4ccccc34)ccc2C)CC1	25.9µM*	u	3.1%
COc1ccc(OC)c2c(/C=C/c3ccc(N(C)C)cc3)ccnc12	6.31µM*	10µM*	x
O=C(COc1ccc(-n2cnnn2)cc1)Nc1cccc(Cl)c1Cl	-2.7%	1.8%	x
CCNc1nnc(CCn2nc(C)c(Br)c2C)s1	5.8%	7.8%	0.0%
COc1cccc(C(=O)Nc2ccc3c(c2)OC[C@H](C)N(CCc2ccccc2)C[C@@H](C)[C@@H](OC)CN(C)C3=O)c1	u	u	x
COc1ccc(NC(=S)NNC(=O)C(C)n2nc(C)c([N+](=O)[O-])c2C)cc1 (centres undefined)	12.3%	-19.7%	4.0%
Cc1ccc(S(=O)(=O)n2cc(-c3ccccc3)c3ccccc32)cc1	2.31µM*	3.66µM*	0.4%
O=C(NNC1=NC2(CCCC2)Cc2ccccc21)c1cccnc1	1.0%	3.7%	1.2%

# Next section.
Compound	DT40 TDP1 no CPT	TDP1 cell CPT	TDP1 inh
CCC(=O)N1CCc2cc(Br)cc(S(=O)(=O)CCC(=O)NCCc3cccc(C)c3)c21	23.1µM*	16.4µM*	0.0%
COc1ccccc1C(=O)Nc1ccccc1OCc1cc(=O)n2c(C)csc2n1	16.4µM*	u	6.4%
CN(C)S(=O)(=O)N(CC(=O)Nc1ccc(S(=O)(=O)N2CCCC2)cc1)c1ccccc1	u	-28.4%	2.6%
CCNS(=O)(=O)c1ccc(Br)c(OC)c1	0.2%	11.6%	4.6%
COc1cc(OC)cc(-n2nnnc2SCC(=O)NCc2cccs2)c1	0.5%	2.6%	-5.1%
O=C(CSc1nccn1Cc1ccc(F)cc1)NCc1ccco1	-5.7%	-12.7%	-1.1%
O=C(COC(=O)C1CC(=O)N(Cc2ccco2)C1)Nc1ccc(F)cc1F (centres undefined)	-1.0%	-21.2%	-5.7%
O=C(C1CCC1)N1CCc2cc(S(=O)(=O)NCCc3ccccc3)ccc21	u	u	-2.3%
O=C(CN1C(=O)NC2(CCOc3ccccc32)C1=O)NCc1ccccc1 (centres undefined)	3.6%	-0.1%	0.9%
S=c1[nH]nc(-c2ccco2)n1-c1ccccc1Cl	-1.7%	2.1%	2.8%
Nc1ccc(OCc2ccccc2)cc1[N+](=O)[O-]	-7.3%	-11.6%	x
COCCn1c(C)cc(/C=C2/NC(=O)N(Cc3ccc(C)cc3)C2=O)c1C	u	-16.1%	x
Cc1noc(C)c1COC(=O)c1cc(S(=O)(=O)N2CCOCC2)ccc1Cl	u	5.3%	0.0%
COc1ccc(CCNC(=O)CN2CCN(S(=O)(=O)c3ccc(Cl)cc3)CC2)cc1OC	-6.6%	-26.7%	0.0%
O=S(=O)(c1cccs1)N1CCN(S(=O)(=O)c2cccs2)CC1	-16.4%	21.1%	4.7%
CCOC(=O)C(=CNc1nc2ccc(C(=O)OCC)cc2s1)C(=O)OCC	-23.6%	-8.9%	x
CCN(CC)CC(C)(C)C(=O)/C=C/c1ccc(/C=C/C(=O)C(C)(C)CN(CC)CC)cc1	0.411µM*	0.517µM*	x
CC(=O)N1CCCc2cc(S(=O)(=O)N3CCC(C(=O)NCc4ccc(N(C)C)cc4)CC3)ccc21	u	u	9.9%
Nc1c(C(=O)CSc2nnc(Cc3ccccc3)o2)c(=O)[nH]c(=O)n1C1CC1	-20.7%	-1.3%	0.2%
COC(=O)c1sc2ccccc2c1N	-22.2%	1.3%	10.9%

# The list goes on.
Compound	DT40 TDP1 no CPT	TDP1 cell CPT	TDP1 inh
O=C(O)CCC(=O)Nc1cccc(C(=O)c2ccccc2)c1	-6.6%	-11.3%	4.8%
CCN(CC)c1ccc(/C=C/C(=O)C2C(=O)C=C(C)OC2=O)cc1 (centres undefined)	u	11.8%	7.4%
Cc1ccc2nc3c(cc(C(=O)NC4CCCC4)c(=N)n3C(C)C)c(=O)n2c1	2.7%	-3.6%	x
C=C(C)Cn1c(CNC(C)=O)nc2ccccc21	0.5%	0.2%	-2.6%
COC(=O)c1cc(S(=O)(=O)Nc2ccc(C)cn2)c[nH]1	-1.3%	-22.6%	4.5%
Cc1ccc(CNC(=O)C2CCC(=O)N2C(C)C)cc1 (centres undefined)	2.3%	6.7%	x
O=C(C1CCC(CNS(=O)(=O)c2cccc3cccnc23)CC1)N1CCc2ccccc21 (centres undefined)	18.4µM*	u	2.0%
Cc1ccc(CNC(=O)c2ccc(S(=O)(=O)N3CCCCC3)cc2)cc1	11.5%	-6.0%	-7.2%
COc1ccc(NC(=O)C2CC(=O)N=C(N)S2)cc1 (centres undefined)	3.2%	3.8%	6.0%
CCOc1ccc(S(=O)(=O)N(CC(=O)NCC(F)(F)F)Cc2ccco2)cc1	-22.4%	6.8%	0.0%
O=C(COC(=O)/C=C/c1ccc(S(=O)(=O)N2CCOCC2)cc1)NCc1ccc(F)cc1	11.6µM*	3.66µM*	0.0%
CC(=O)N1CCc2cc(S(=O)(=O)CCC(=O)Nc3cccc(F)c3)ccc21	-15.3%	-6.5%	4.2%[56.1 µM]
CCOc1ccc2nc(Cl)c(C3CC(c4ccc(OC)cc4)=NN3S(C)(=O)=O)cc2c1 (centres undefined)	16.4µM*	8.2µM*	0.0%
Cc1ccc(NC(=O)COC(=O)c2ccco2)cc1	12.4%	-22.6%	2.5%
CC(C)(C)SC(=O)C[C@@H]1NS(=O)(=O)OC2CCCCC21 (some centres undefined)	-26.0%	u	x
CCC1CCc2sc(C(=O)NCC3CCCO3)cc2C1 (centres undefined)	18.4µM*	u	0.4%
CCOc1ccc(-c2nonc2NC(=O)c2ccccc2C)cc1	u	u	2.3%
Cc1cccc(NC(=O)c2cnccn2)c1	3.6%	-5.0%	x
Cc1ccccc1C(=O)NC1CCS(=O)(=O)C1 (centres undefined)	-0.2%	-12.4%	0.0%
CC(OC(=O)Cn1cnc2ccccc2c1=O)C(=O)NCc1ccccc1 (centres undefined)	-10.5%	3.4%	3.1%

# Reformatted with values under each structure: 7 of the compounds above.
# Second line of a record – DT40 TDP1 no CPT	TDP1 cell CPT	TDP1 inh
- N/C(=N\OC(=O)c1ccoc1)c1ccc(Br)cc1
  9.2%	-7.5%	0.4%
- C=C(C)Cn1c(CNC(C)=O)nc2ccccc21
  0.5%	0.2%	-2.6%
- COC(=O)c1cc(S(=O)(=O)Nc2ccc(C)cn2)c[nH]1
  -1.3%	-22.6%	4.5%
- COc1ccc(CCNC(=O)CN2CCN(S(=O)(=O)c3ccc(Cl)cc3)CC2)cc1OC
  -6.6%	-26.7%	0.0%
- Cc1ccc(NC(=O)Nc2nnc(SCC(=O)N(C(C)C)C(C)C)s2)cc1
  16.4µM*	18.4µM*	0.0%
- CC(C)(C)SC(=O)C[C@@H]1NS(=O)(=O)OC2CCCCC21 (some centres undefined)
  -26.0%	u	x
- CCOc1ccc(NC(=O)Nc2ccc3nsnc3c2)cc1
  u	u	-2.5%

# Next part:
Compound	DT40 TDP1 no CPT	TDP1 cell CPT	TDP1 inh
Cc1ccc(OCC(=O)N(Cc2ccc(N(C)C)cc2)C2CCS(=O)(=O)C2)cc1 (centres undefined)	0.4%	1.6%	0.0%
CCN(CC(=O)NCc1ccc(Cl)cc1)C(=O)C1CCN(S(=O)(=O)c2ccc(OC)c(OC)c2)CC1	-25.2%	-7.3%	-2.2%
O=C(Nc1ccsc1C(=O)NC1CC1)c1ccccc1	u	0.1%	0.0%
CCCCNC(=O)c1c(N)[nH]c(C(=O)c2ccccc2)c1-c1ccc(Cl)cc1	-15.5%	2.2%	x
O=C1/C(=C/c2ccco2)N=C(N2CCCCC2)N1c1ccccc1	18.4µM*	20.6µM*	2.8%
NS(=O)(=O)c1ccc(CCNC(=O)C2CCCO2)cc1 (centres undefined)	-1.5%	-0.4%	x
CCn1c(CCNC(=O)c2ccc(Cl)cc2)nnc1SCC(=O)NC1CCCC1	-6.1%	-22.3%	4.6%
COc1cc(/C=N/NC(N)=O)ccc1OCC(=O)Nc1cc(C)c(C)cc1Br	-0.7%	-10.5%	0.0%
O=C(CN(Cc1ccc(F)cc1)C(=O)CNS(=O)(=O)c1ccccc1)NCc1ccco1	-27.4%	-8.2%	9.2%

# High-throughput results (PubChem)
